Screening data from PubChem.
Giardia killer: Giardia lamblia killing; hit rate 0.15% among 340,000; activity change, % at 7.66 µM, hits read low; Giardia lamblia trophozoite viability; in the data active = activity change below about -80%; inconclusive = between about -30% and that limit;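 note: parasites exposed to compound for two days anaerobically before the ATP read; % is set by controls: 0 for no effect and ±100 for the full control effect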
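Each well holds 100 Giardia trophozoites and compound. After two days (48 hrs) at 37 deg C in anaerobic conditions, ATP is quantified by luminescence.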
NPC1 prom act: activators of NPC1 promoter; Huh7 NPC1 promoter luciferase reporter, 24 h; Potency, µM (highest dose often 9.22 µM), for inactives: top-dose activation, usual class: activators; hit rate 2.4% among 320,000;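 note: potency is the fitted concentration of half-maximal effect; % of control where 0% means no effect; nearly all actives have a fitted effect of over 60% in size; reporter is driven by a mutant NPC1 promoter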
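Readout is luciferase luminescence, reflecting NPC1 promoter activation in stably transfected Huh7 cells after 24 h compound exposure at 37 °C in reduced-serum medium with 10% FBS.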
FLuc counter: inhibits or activates purified firefly luciferase, miR-21 counter-screen; AID 588342; hit rate 6.9% among 360,000; Potency, µM (series often up to 57.5 µM), for inactives: top-dose activity change, negative = inhibition, hits mostly inhibitors; purified FLuc, Km substrates, luminescence inhibition; P08659;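 note: potency is the fitted concentration of half-maximal effect; plate controls were vehicle for no effect and reference inhibitor for full effect; nearly all actives have a fitted effect of over 55% in size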
Target sequence (P08659 whole entry, looked up): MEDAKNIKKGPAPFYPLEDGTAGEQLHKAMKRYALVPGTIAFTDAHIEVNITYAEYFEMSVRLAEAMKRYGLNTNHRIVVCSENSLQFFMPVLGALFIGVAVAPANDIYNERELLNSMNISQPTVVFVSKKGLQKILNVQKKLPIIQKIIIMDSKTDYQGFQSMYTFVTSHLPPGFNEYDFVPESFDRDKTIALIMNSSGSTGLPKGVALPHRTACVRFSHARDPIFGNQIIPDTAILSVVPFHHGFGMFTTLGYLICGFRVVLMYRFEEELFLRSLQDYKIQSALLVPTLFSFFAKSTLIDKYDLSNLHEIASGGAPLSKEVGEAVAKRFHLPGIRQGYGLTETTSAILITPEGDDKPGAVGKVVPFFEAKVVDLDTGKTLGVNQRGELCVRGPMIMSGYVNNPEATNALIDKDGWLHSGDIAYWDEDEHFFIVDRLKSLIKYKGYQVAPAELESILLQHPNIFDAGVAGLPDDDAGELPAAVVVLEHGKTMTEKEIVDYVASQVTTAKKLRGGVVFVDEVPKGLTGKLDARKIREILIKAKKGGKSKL
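Purified P. pyralis luciferase, 10 nM final, with Km-level 10 uM D-luciferin and 10 uM ATP in 50 mM Tris acetate pH 7.5, 10 mM Mg acetate, 0.01% Tween-20, 0.05% BSA; 6-point qHTS titration about 60 µM downward; luminescence read.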
Gal4-VP16 FLuc: Gal4-VP16 reporter inhibition counter-screen. Drosophila S2 Gal4-VP16 UAS-luciferase, luminescence, 20 h. Potency, µM (highest dose often 53.6 µM), inactives show at the highest dose activity, negative = inhibition, usual class: inhibitors. hit rate 3.5% among 310,000. AID 2546;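 note: Gal4-VP16 expression switched on by copper sulfate through the metallothionein promoter; potency is the fitted concentration of half-maximal effect; % is set by controls: 0 for no effect and ±100 for the full control effect; nearly all actives have a fitted effect of over 50% in size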
Rab9 prom act: activates the Rab9 promoter. Huh7 Rab9 promoter-luciferase reporter, luminescence, 24 h. Potency, µM (doses to about 9.22 µM), for the others: top-dose activation, negative = inhibition, usual class: activators. hit rate 2.8% among 320,000. AID 485297; note: potency is the fitted concentration of half-maximal effect; % of control where 0% means no effect; nearly all actives have a fitted effect of over 60% in size
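Using Huh7 cells stably transfected with Rab9 promoter–luciferase, compounds were incubated 24 h at 37 °C, 5% CO2; luciferase luminescence was read 10 min after reagent addition.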
RORg inh: blocks mouse ROR gamma transcriptional activity. P51450. Drosophila S2 Gal4-RORgamma UAS-luciferase reporter, 20 h. Potency, µM (highest dose often 53.6 µM), inactives show at the top dose activity change, negative = inhibition, hits mostly inhibitors. hit rate 5.4% among 310,000. AID 2551; note: potency is the fitted concentration of half-maximal effect; % is set by controls: 0 for no effect and ±100 for the full control effect; nearly all actives have a fitted effect of over 60% in size
Target sequence (P51450 whole entry, looked up, the tested form may be a part): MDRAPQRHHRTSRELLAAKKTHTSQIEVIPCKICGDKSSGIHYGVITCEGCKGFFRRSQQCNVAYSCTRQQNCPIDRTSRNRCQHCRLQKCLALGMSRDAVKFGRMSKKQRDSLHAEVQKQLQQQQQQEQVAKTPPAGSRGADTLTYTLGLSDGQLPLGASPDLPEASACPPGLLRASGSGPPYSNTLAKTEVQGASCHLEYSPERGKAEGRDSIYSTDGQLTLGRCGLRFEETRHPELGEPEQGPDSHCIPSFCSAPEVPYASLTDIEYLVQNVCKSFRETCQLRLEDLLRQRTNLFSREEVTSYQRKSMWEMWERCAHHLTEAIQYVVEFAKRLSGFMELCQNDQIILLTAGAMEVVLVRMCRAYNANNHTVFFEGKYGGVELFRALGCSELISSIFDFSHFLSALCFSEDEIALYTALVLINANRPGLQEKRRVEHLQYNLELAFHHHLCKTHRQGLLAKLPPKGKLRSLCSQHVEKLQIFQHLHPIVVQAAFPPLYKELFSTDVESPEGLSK
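Drosophila Schneider cells stably carrying a metallothionein-driven Gal4 DBD–ROR gamma fusion and a UAS-Photinus luciferase reporter were exposed to compound for 1 hr, then induced with copper sulfate (700 uM final) for 20 hr at ambient temperature before luminescence reading.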
KCNH2 3.1 inh: inhibitors of human KCNH2 3.1 potassium channel isoform; hit rate 0.95% among 340,000; activity change, % (tested at about 1.8 µM); U2OS KCNH2 3.1, thallium flux FluxOr; active compounds read low;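 active = maximum activity change below -70%; inconclusive = maximum activity change from -70% to -50%; inactive = maximum activity change above -50%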;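 note: thallium influx rate constant from kinetic fluorescence after stimulation buffer; % is set by controls: 0 for no effect and ±100 for the full control effect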
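Thallium flux read-out: FluxOr dye with Red40 quencher in HBSS/HEPES, 45 min at RT. Rate constants from kinetic reads were normalized to positive and negative DMSO controls. Cells: U2OS virally expressing the 3.1 isoform.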
Tb PFK inh: inhibitors of T. brucei phosphofructokinase | O15648 | T. brucei PFK, ADP-Glo luminescence | Potency, µM (series often up to 57.5 µM), inactives show at the highest dose activity, negative = inhibition, actives largely listed as inhibitors | hit rate 0.17% among 330,000;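 note: potency is the fitted concentration of half-maximal effect; 0% = uninhibited 1x PFK enzyme wells and -100% = no-enzyme wells; nearly all actives have a fitted effect of over 60% in size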
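PFK 1.25 nM, F6P 0.5 mM, ATP 0.1 mM, 0.1 M TEA pH 8.0, 5 mM MgCl2, 0.01% Tween20, 0.1% BSA; 45 min RT. ADP-Glo readout. qHTS titration up to 57 uM; curves fitted, compounds curve-classed.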
Coupling enz: counter-screen for Giardia aldolase inhibitors: coupling enzyme system; hit rate 0.67% among 290,000; AID 2472; coupling enzyme system counterscreen, AmpLite Red fluorescence; activity change, negative = inhibition, % at 58.2 µM, hits read low; in the data active = activity change below about -30%; note: % is set by controls: 0 for no effect and ±100 for the full control effect
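Fluorescence at 525 nm excitation and 598 nm emission measured inhibition of the coupled detection system without aldolase. Compounds (at 57.5 uM final) were preincubated 10 min at room temperature with coupling enzyme reagent before a 20 min substrate/AmpLite Red step.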
ELG1 genotoxic: induces genotoxicity in HEK293T cells with luciferase-tagged ELG1; HEK293T ELG1-luciferase reporter, luminescence, 16 h; Potency, µM (highest dose often 46 µM), for the others: at the highest dose activity change, positive = activation, hits mostly activators; hit rate 1.3% among 330,000; note: potency is the fitted concentration of half-maximal effect; % of control where 0% means no effect; nearly all actives have a fitted effect of over 60% in size
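Genotoxicity was scored as increased ELG1-luciferase reporter signal, measured by ONE-Glo luminescence (30 min, room temperature). Compound or vehicle exposure of the HEK293T reporter cells lasted 16 hr at 37°C.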
uPA generation: inhibitors of cell surface uPA generation; cell surface uPA generation assay, qHTS; Potency, µM (top dose mostly 38.3 µM), inactives show top-dose activity change, negative = inhibition, actives largely listed as inhibitors; hit rate 0.31% among 330,000; active = well fitted inhibition curve with a large enough effect; inconclusive = small, poorly fitted or top-dose-only effect; inactive = no such curve, though single readings can be large or run the other way; tested in mouse RAW 264.7 cells; note: potency is the fitted concentration of half-maximal effect; % is set by controls: 0 for no effect and ±100 for the full control effect; nearly all actives have a fitted effect of over 55% in size
An asterisk follows results filed as active; ? = inconclusive; nt = no result given. Unless noted, calls come from the whole dose curve; as a rule, active = well fitted curve in the direction sought with a large enough effect; inconclusive = small, poorly fitted or top-dose-only effect, or another doubt; inactive = no such curve, though single readings can be large; an effect the other way counts as inactive or inconclusive.

Second line of a record – Giardia killer	NPC1 prom act	FLuc counter	Gal4-VP16 FLuc	Rab9 prom act	RORg inh	KCNH2 3.1 inh	Tb PFK inh	Coupling enz	ELG1 genotoxic	uPA generation
> CCOc1ccc(NC(=S)Nc2ccccc2C2(C)CC2)cc1
  3	-3%	-2%	?	-7%	7.9µM*	30	0%	3	-9%	-3%
> CCOc1ccc(-n2c(SCC(=O)NCc3ccco3)nc3ccccc3c2=O)cc1
  -8	-2%	-2%	-4%	1%	-34%	0	0%	0	-9%	1%
> O=C(CN1CCCN(Cc2ccc(F)cc2)S1(=O)=O)NC1CCCC1
  13	-1%	4%	-21%	-7%	-2%	3	-1%	nt	1%	3%
> NC(=O)CC[C@@H]1NC(=O)[C@@H]2CCCN2C(=O)c2cc([N+](=O)[O-])cc(I)c2NCCCC[C@@H](C(=O)NC(CC(=O)O)C(N)=O)NC1=O (stereo not given in full)
  9	-1%	-1%	-6%	-4%	-10%	6	-21%	0	5%	1%
> COc1ccccc1OCCCn1c(=O)sc2ccccc21
  4	14%	15µM*	-18%	29%	-14%	10	-7%	-1	12%	nt
> Nc1c(C(=O)C2CC2)sc2nc(-c3ccccc3)cc(C(F)(F)F)c12
  0	-3%	2%	?	1%	?	?	4%	1	8%	-2%
> CC(C)(C)NC(=O)COC(=O)c1cc(Cl)ccc1[N+](=O)[O-]
  5	-5%	-6%	-9%	-2%	-3%	-4	5%	-1	-1%	1%
> CCOc1ccc(NC(=O)N(Cc2ccc(C)cc2)Cc2ccccn2)cc1
  22	2%	3%	0%	0%	5%	-9	0%	2	-2%	-15%
> Cc1[nH]c2ccccc2c1C(=O)COC(=O)C1CCC1
  -18	-2%	15µM*	-8%	1%	14%	-1	0%	2	0%	2%
> O=C(NCCOc1cccnc1)C1CCC(=O)N(Cc2ccccc2F)C1 (stereo not given)
  7	-7%	-1%	-8%	-4%	13%	9	1%	-1	3%	-3%
> O=C(Nc1ccc(F)cc1F)c1csc(-c2ccncc2)n1
  -19	15%	?	5%	11%	14%	4	0%	2	9%	0%
> CCCCN(c1ccccc1)S(=O)(=O)c1cccc(C(=O)O)c1
  -29	0%	?	7%	-9%	-26%	-10	-1%	28	0%	12%
> Cc1cccc(C)c1NC(=O)CSc1ncnc2nc[nH]c12
  20	-4%	0%	1%	-5%	0%	14	-1%	1	1%	-9%
> N=C1C(c2nc3ccccc3s2)=C(O)CN1C1CCC(O)CC1 (stereo not given)
  0	11%	?	5%	19%	19%	0	0%	-1	7%	2%
> Cc1ccc(C)n1-c1ccc(C(=O)NN)s1
  -6	-1%	0%	3%	4%	-9%	-27	9%	1	1%	-2%

Entries shown so far that have four or more nitrogen atoms, in the order listed:
Second line of a record – Giardia killer	NPC1 prom act	FLuc counter	Gal4-VP16 FLuc	Rab9 prom act	RORg inh	KCNH2 3.1 inh	Tb PFK inh	Coupling enz	ELG1 genotoxic	uPA generation
> NC(=O)CC[C@@H]1NC(=O)[C@@H]2CCCN2C(=O)c2cc([N+](=O)[O-])cc(I)c2NCCCC[C@@H](C(=O)NC(CC(=O)O)C(N)=O)NC1=O (stereo not given in full)
  9	-1%	-1%	-6%	-4%	-10%	6	-21%	0	5%	1%
> Cc1cccc(C)c1NC(=O)CSc1ncnc2nc[nH]c12
  20	-4%	0%	1%	-5%	0%	14	-1%	1	1%	-9%

Further compounds follow.
Second line of a record – Giardia killer	NPC1 prom act	FLuc counter	Gal4-VP16 FLuc	Rab9 prom act	RORg inh	KCNH2 3.1 inh	Tb PFK inh	Coupling enz	ELG1 genotoxic	uPA generation
> COCCn1c(SC(C)C(=O)NCC2CCCO2)nc2sc3c(c2c1=O)CCC3 (stereo not given)
  13	-2%	-1%	nt	-6%	nt	18	-18%	nt	4%	1%
> COC(=O)CSc1nc(N2CCOCC2)c2c(c1C#N)CC(C)(C)OC2
  3	-2%	-1%	-10%	3%	2%	-6	4%	9	-2%	1%
> CCOC(=O)c1cc(-c2ccccc2)sc1NC(=O)CCN1C(=O)c2ccccc2C1=O
  -9	0%	7%	-4%	-3%	-2%	17	-12%	3	1%	1%
> O=C(CO/N=C/c1ccccc1Cl)N1CCCc2ccccc21
  -1	-5%	-1%	6%	-3%	?	-2	-3%	4	1%	-2%
> O=C(COC(=O)c1ccc(S(=O)(=O)N2CCOCC2)cc1)NCc1ccccc1
  -15	nt	nt	nt	nt	nt	5	2%	nt	1%	4%
> O=C(c1cccs1)c1cn(CC(=O)N2CCc3ccccc3C2)c2ccccc12
  25	4%	?	-3%	8%	28%	-1	-3%	-2	1%	-4%
> COc1cccc(C(=O)COC(=O)CCC(=O)NC2CCCCC2)c1
  -15	1%	-5%	-6%	1%	5%	-1	1%	3	3%	2%
> COc1cc(C(CC(=O)Nc2ccc(C)cn2)N2Cc3ccccc3C2=O)cc(OC)c1OC (stereo not given)
  -10	-2%	-2%	-1%	-2%	1%	-10	5%	2	4%	12%
> Cc1oc(-c2cc3c(cc2Cl)OCO3)nc1CN1CCCC(C(=O)N2CCOCC2)C1 (stereo not given)
  25	-2%	-20%	-9%	-2%	-12%	-10	-1%	9	-5%	5%
> COc1cccc(/C=C(/C#N)c2ccc(F)cc2)c1OCc1cccc(C(=O)O)c1
  -16	-2%	0%	-9%	1%	0%	-1	-11%	17	-3%	-1%
> CC(OC(=O)c1ccncc1)C(=O)Nc1cccc([N+](=O)[O-])c1 (stereo not given)
  -1	-1%	-1%	6%	12%	5%	21	-2%	3	0%	nt
> Cc1cc(C)n(C(=O)CSc2ccc(Cl)cc2)n1
  9	-4%	-12%	-2%	-4%	-18%	-1	1%	2	-1%	1%
> O=C(COC(=O)c1ccc(Cl)nc1)Nc1ccc(N2CCOCC2)cc1
  -1	3%	-10%	nt	-3%	nt	21	-3%	nt	-4%	2%
> CCCCCCN(C(=O)CCCCCN1C(=O)NC(c2ccc([N+](=O)[O-])cc2)C(C(=O)OCc2ccccc2)=C1C)C(C(=O)NCCCC)C1CCCCC1 (stereo not given)
  -7	nt	nt	nt	nt	nt	-7	2%	nt	-2%	12%
> COCCN(C(=O)c1ccc(C#N)cc1)c1c(N)n(Cc2ccccc2)c(=O)[nH]c1=O
  -11	-5%	4%	nt	-3%	nt	-3	-3%	nt	2%	-2%

Second line of a record – Giardia killer	NPC1 prom act	FLuc counter	Gal4-VP16 FLuc	Rab9 prom act	RORg inh	KCNH2 3.1 inh	Tb PFK inh	Coupling enz	ELG1 genotoxic	uPA generation
> Cc1ccc(-c2cc(C(F)F)nc(N3CCC(C)CC3)n2)cc1
  -4	-5%	1%	5%	4%	25%	2	-6%	-3	0%	-1%
> Cc1cccc(NC(=O)CCC(=O)Nc2nnc(C(F)(F)F)s2)c1
  -11	-3%	2%	-7%	-1%	2%	11	-8%	7	-1%	3%
> CCCc1cc(=O)[nH]c(SCC(=O)Nc2sccc2C#N)n1
  -23	1%	-6%	nt	-4%	nt	3	4%	nt	1%	13%
> COc1ccc(/C=N/NC(=O)c2cc[n+]([O-])cc2)cc1OC
  0	-5%	-1%	0%	-2%	-15%	12	-5%	0	3%	-1%
> COc1ccc(N(C(=O)Cn2nnc(-c3ccc(F)cc3)n2)C(C)C(=O)NC2CCCC2)cc1 (stereo not given)
  -1	2%	2%	-6%	0%	32%	-21	-2%	1	-1%	-9%
> CCc1ccc(N(CC(=O)Nc2sc3c(c2C(=O)OC)CCCC3)S(C)(=O)=O)cc1
  -4	0%	0%	0%	-9%	68%	-4	-2%	-2	-1%	4%
> Cc1cc2ccccc2c(=O)n1CC(=O)NCCC1=CCCCC1
  -5	0%	-5%	-27%	10%	13%	16	7%	1	1%	4%

Three records drawn at random from those above:
Second line of a record – Giardia killer	NPC1 prom act	FLuc counter	Gal4-VP16 FLuc	Rab9 prom act	RORg inh	KCNH2 3.1 inh	Tb PFK inh	Coupling enz	ELG1 genotoxic	uPA generation
> CCOc1ccc(NC(=O)N(Cc2ccc(C)cc2)Cc2ccccn2)cc1
  22	2%	3%	0%	0%	5%	-9	0%	2	-2%	-15%
> COc1ccccc1OCCCn1c(=O)sc2ccccc21
  4	14%	15µM*	-18%	29%	-14%	10	-7%	-1	12%	nt
> CCOC(=O)c1cc(-c2ccccc2)sc1NC(=O)CCN1C(=O)c2ccccc2C1=O
  -9	0%	7%	-4%	-3%	-2%	17	-12%	3	1%	1%
